Source: PubChem
Lipid storage S3: qHTS Assay for Lipid Storage Modulators in Drosophila S3 Cells | Drosophila S3 cells, BODIPY lipid droplet fluorescence, 18-24 h; cells fed with added oleic acid | Potency in µM for hits, for the others lipid storage change, negative = inhibition, % at the top dose, mostly 46.1 µM | 320,000 compounds, 0.64% hits | AID 2685, 2010; active = well fitted inhibition curve with a large enough effect in the signal ratio, with a control signal flat, not every such curve was filed as active; inconclusive = small, poorly fitted or top-dose-only effect, or effect the other way, or a change in a side signal; the % refers to the signal ratio
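Drosophila S3 cells got compounds at several concentrations plus oleic acid (400 uM solution). Laser-scanning cytometry with 488 nm excitation read lipid droplets at 500-530 nm and cells at 575-640 nm. Percent activity was relative to 20 uM Triacsin C.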
Lipid storage S3 cell count max: second read-out of Lipid storage S3, no call of its own (marks repeat the call); cell number change, %; measured here: cell count max response;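 cells counted by Cell Tracker Red CMTPX staining in the red channel; peak over a dose series mostly up to 46.1 µM; percent activity relative to internal control wells on each plate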
Active calls of the source: *; i = inactive; ? = inconclusive; / = no result given. % is scaled to controls: 0 for no effect and ±100 for the full control effect; potency is read from the fitted curve at half-maximal effect.

Compound | Lipid storage S3 | Lipid storage S3 cell count max
Cc1cc(C)n(-c2nc(-c3ccccc3)cs2)n1 | ? | /
COc1ccc(S(=O)(=O)NCc2ccc3c(c2)OCO3)cc1OC | ? | /
COC(=O)c1cc(=O)n2c(-c3ccc(OC)cc3)csc2n1 | -0.4% | -7.6
Cc1cc(Cl)cc2sc(NC(=O)C3CC3)nc12 | ? | /
COc1cc(/C=N/NC(=O)CCOc2ccccc2C)cc(Br)c1O | 13.9% | 8.3
Cc1ccccc1C(=O)N1CCC(C(=O)OCc2nc(N)nc(Nc3ccccc3)n2)CC1 | ? | /
O=C(NCCCN1CCOCC1)c1c(O)c2ccccc2[nH]c1=O | ? | /
COc1ccc(OC)c(NC(=O)c2nnn(CC(=O)Nc3ccc4c(c3)OCO4)c2N)c1 | ? | /
CCCCc1c(O)nc(N2CCN(Cc3ccccc3)CC2)[nH]c1=O | ? | /
O=C(Oc1ccc(=O)n(-c2ccccc2)n1)c1cccc(Cl)c1 | -13.7% | -1.4
C=CCN(c1ccccc1OC)S(=O)(=O)c1ccc(Cl)c(C(=O)Nc2ccc(N3CCOCC3)cc2)c1 | 17.1% | 3.1
Cc1cc(NC(=O)CSc2nnc(NCc3ccccc3)s2)no1 | ? | /
Cc1cccc2cc(CN(CC3CCCO3)S(=O)(=O)c3ccccc3)c(=O)[nH]c12 (stereo not given) | ? | /
O=C(NCc1ccc(F)cc1)C1CCCN1C(=O)Nc1ccc(Cl)cc1 (stereo not given) | 6.4% | /
NS(=O)(=O)c1ccc(CCNC(=O)c2ccc3ccccc3n2)cc1 | ? | /
CCOc1cc(/C=C(/C#N)c2nc3ccccc3[nH]2)ccc1OCc1ccc(C(=O)O)o1 | 30.4% | -4.8
Cc1oc2c(c1C(=O)NCCO)CCCC2 | ? | /
Clc1ccc(-c2cc(C3CCNCC3)[nH]n2)c(Cl)c1 | ? | /
O=c1[nH]c(/C=C\c2cccc(F)c2)nc(O)c1[N+](=O)[O-] | ? | /
COc1cc(OC)cc(C(=O)NC(=S)N2CCCCC2c2cccnc2)c1 (stereo not given) | ? | /
CC(=O)Nc1ccc(NC(=O)Cn2cnc3c(cnn3C(C)(C)C)c2=O)cc1 | ? | /
COc1ccc(N(C)S(=O)(=O)c2cccc(C(=O)Nc3cc(OC)ccc3OC)c2)cc1 | 2.1% | -11.9
COc1cc(NS(C)(=O)=O)cc(OC)c1OC | -58.5% | -46.7
C/C(=N\NC(=O)CCc1c(C)n[nH]c1C)c1ccc([N+](=O)[O-])cc1 | 12.9% | 23.6
COc1ccc(Cn2c(-c3ccc(OC)cc3)nc3ccccc32)cc1 | -3.2% | -6.3
CC1CCN(C(=O)Cn2cc(C#N)c3ccccc32)CC1 | -4.9% | -12.7
COC(C[C@@H](O)C[C@H](O)[C@@H](C)OCc1ccccc1)OC | ? | /
CCCOC(=O)c1ccc(S(N)(=O)=O)o1 | ? | /
O=C1CC(c2ccccc2)Cc2nc(NC3CC3)ncc21 (stereo not given) | ? | /
CC(=O)Nc1ccc(S(=O)(=O)NCCC(=O)OCC(=O)c2ccc(F)c(F)c2)cc1 | ? | /
COc1cc2c(cc1OC)C(c1cccs1)N(C(=O)c1ccncc1)CC2 (stereo not given) | 23.7% | -3.1
COC(=O)C1=C(C)OC(N)=C(C#N)C1c1cc(C)sc1C (stereo not given) | ? | /
Cc1ccc2[nH]c(CCN(C)C)c(CC#N)c2c1 | ? | /
OCC[C@H]1C[C@H](O)[C@@H](O)[C@@]2(CCCCO2)O1 | 1.1% | -17.7
COc1ccccc1S(=O)(=O)Cc1ccc(C(=O)NC(C)c2ccc3c(c2)OCCO3)o1 (stereo not given) | -3.6% | -22.2
CC1=C(C(=O)O)N2C(=O)C(NC(=O)c3ccccc3Cl)C2SC1 (stereo not given) | i | /
CCn1cc(C2=NC(C)(C)CO2)c2ccccc21 | ? | /
Cc1ccc(SCc2ccc(C(=O)Nc3cc([N+](=O)[O-])ccc3C)cc2)cc1 | 12.0% | -0.3
Cc1cccc(-n2c(-c3ccoc3C)n[nH]c2=S)c1 | ? | /
COc1ccc(N2CCN(S(=O)(=O)CCNC(=O)/C=C/c3ccc4c(c3)OCO4)CC2)cc1 | ? | /
O/N=C/c1ccc(OCc2ccccc2F)c(Cl)c1 | ? | /
CCCn1nc(C(=O)Nc2nnc(C3CC3)s2)c2ccccc2c1=O | ? | /
CCn1c(SCC(=O)Nc2ccc3c(c2)OCO3)nnc1-c1cnccn1 | 4.0% | 2.9
Cc1cccc(C)c1NC(=O)NN=C1CCCCC1 | ? | /
C#CC1(O)CC(C)N(C)C(C)C1 (stereo not given) | ? | /
N#Cc1c(-c2ccc([N+](=O)[O-])cc2)nc2n(c1=O)CCS2 | 0.7% | 5.5
CC(C)(C)NC(=O)NC(=O)COC(=O)c1cccc(S(=O)(=O)N2CCCCC2)c1 | ? | /
COc1ccc(Cl)cc1NC(=O)CN(C)C(=O)CCSc1ccc(C)cc1 | ? | /
CCC(=O)Nc1ccc(-c2nc3ccccc3c(=O)o2)cc1 | ? | /
[2H]C(CCOS(N)(=O)=O)c1ccc(C(C)(C)C)cc1 (stereo not given) | 22.8% | -22.0
Fc1ccc(Cl)cc1/C=N/n1cnnc1SCc1ccccc1 | ? | /
COc1cccc(C2CC(c3ccc(Cl)cc3)Nc3nc(N)nn32)c1 (stereo not given) | 27.1% | -5.3
O=C(NCC(=O)N1CCN(C(=O)c2ccccc2)CC1)c1ccccc1 | 10.3% | -0.1
N#Cc1nc(-c2ccccc2)oc1NCC1CCCO1 (stereo not given) | ? | /
Cc1ccc(Sc2c(C)nn(C(=O)CNS(=O)(=O)c3ccc(F)cc3)c2C)cc1 | 4.9% | -29.0
CC(C)NC(=S)NNC(=O)C12CC3CC(CC(C3)C1)C2 | ? | /
Cc1cc(C)n(-c2nc3ccccc3c(=O)n2OCc2ccc(F)cc2)n1 | 4.2% | -26.5
N/C(=N\OC(=O)c1ccc([N+](=O)[O-])cc1)c1cccnc1 | 0.7% | -5.4
CN1CCN(S(=O)(=O)c2ccc(Nc3ccc(F)cc3)nc2)CC1 | ? | /
COc1ccccc1CC(=O)Nc1c[nH]c(=O)[nH]c1=O | ? | /

Taken from the listing (6 entries):
Compound | Lipid storage S3 | Lipid storage S3 cell count max
O/N=C/c1ccc(OCc2ccccc2F)c(Cl)c1 | ? | /
CCCn1nc(C(=O)Nc2nnc(C3CC3)s2)c2ccccc2c1=O | ? | /
CCn1c(SCC(=O)Nc2ccc3c(c2)OCO3)nnc1-c1cnccn1 | 4.0% | 2.9
Cc1cccc(C)c1NC(=O)NN=C1CCCCC1 | ? | /
C#CC1(O)CC(C)N(C)C(C)C1 (stereo not given) | ? | /
N#Cc1c(-c2ccc([N+](=O)[O-])cc2)nc2n(c1=O)CCS2 | 0.7% | 5.5

Going on with the list:
Compound | Lipid storage S3 | Lipid storage S3 cell count max
COc1ccc(C2=CC(=O)CC(C)(C)C2)cc1 | ? | /
COc1ccccc1-c1nc(-c2ccccc2)[nH]c(=O)c1C#N | ? | /
CCC/C(=N\NC(=O)CNC(=O)c1ccc(Cl)cc1)c1ccccc1 | 9.0% | 18.5
Cc1ccnc(NC(=O)c2cc(-n3cnnc3)ccc2Cl)c1 | 0.2% | -14.1
CCOc1ccc(N2C(=O)CC(SC(=NC)Nc3ccc4c(c3)OCO4)C2=O)cc1 (stereo not given) | i | 14.1
Cc1cccc(OCCC(=O)NCC(=O)Nc2cccc(C)c2C)c1 | ? | /
Cc1nc2ccsc2c(=O)n1-c1ccc(Cl)cc1 | 0.3% | -13.5
CCCC(=O)Nc1ccc(Cl)c(NC(=O)C(C)(C)C)c1 | ? | /
Cc1ccc(N/N=C(\C#N)C(N)=S)cc1C | -1.7% | 7.5
COc1ccccc1Nc1nc(N)nc(CSc2ncccn2)n1 | ? | /
CCn1c(CC(=O)Nc2ccccc2F)nnc1SCC(=O)Nc1nnc(C)s1 | ? | /
CCOC(=O)N1CCN(c2cc(=O)n(-c3ccc(OC)cc3)c(=O)[nH]2)CC1 | -7.4% | -3.2
O=C(CSc1nnc(CNC(=O)c2ccccc2)o1)NCc1ccc(F)cc1 | ? | /
CC(=O)Nc1ccc(SCC(=O)c2c(N)n(Cc3ccccc3)c(=O)n(C)c2=O)cc1 | -2.2% | 14.5
CC1(C)N=c2ccc([N+](=O)[O-])c(N)c2=[N+]1[O-] | ? | /
CCCCN(C(=O)c1cccs1)C1CCS(=O)(=O)C1 (stereo not given) | -1.9% | 3.7
Cc1cc(OCC(=O)NCc2ccccn2)c2c(C)cc(=O)oc2c1 | ? | /
Cc1cc(N2CCCC2=O)ccc1S(=O)(=O)Nc1c(C)nn(C)c1C | ? | /
O=S(=O)(c1ccc(F)cc1)N1CCN(C(=S)NCc2ccccc2)CC1 | ? | /
O=C(NNC(=O)c1ccncc1)Nc1ccccc1 | i | 15.9
CCN1C(=NCCOC)N[C@@H](c2cccs2)C(C(=O)OC)=C1C | ? | /
CN(Cc1c(F)cccc1Cl)c1ccc(S(=O)(=O)N2CCOCC2)cn1 | ? | /
CCCCc1nc2cc(C(=O)N3CCCCC3CCO)ccc2o1 (stereo not given) | ? | /
Cc1cccc(NC(=O)N2CCCC2C(=O)NCc2ccccc2)c1 (stereo not given) | -8.3% | 17.0
Cc1sc2nc(C3CC3)nc(SCC(=O)N3CCc4ccccc4C3)c2c1C | i | 4.6
COc1ccc(C2=NN(C(=S)Nc3ccccc3)C(c3ccccc3)C2)cc1 (stereo not given) | ? | /
COc1ccc(NC(=O)Cc2ccsc2)cc1S(=O)(=O)N1CCCCC1 | ? | /
O=C(CCSc1nnc(-c2ccc(O)cc2)o1)N1CCOCC1 | ? | /
C=CCNC(=S)Nc1cc(C)ccn1 | -7.4% | -20.5
Cc1nn2c(=O)cc(COC(=O)c3ccc(S(=O)(=O)N4CCCCC4)cc3)nc2s1 | ? | /
COn1c(SCC(N)=O)nc2ccccc2c1=O | ? | /
CC(=O)NC(NC(=S)Nc1ccc(S(N)(=O)=O)cc1)C(Cl)(Cl)Cl (stereo not given) | -7.9% | -5.7
CC(C)C(NS(=O)(=O)c1ccccc1F)C(=O)N1CCc2ccccc2C1 (stereo not given) | ? | /
O=S(=O)(CCc1ccccc1)N1CCOCC1 | 5.8µM* | 2.0*
COc1ccc(CNC(=O)COC(=O)c2cc(-c3cccs3)nc3ccccc23)cc1OC | ? | /
Cc1ccc(S(=O)(=O)N2CCC(C(=O)Nc3nnc(C45CC6CC(CC(C6)C4)C5)s3)CC2)cc1 | -8.8% | 1.2
O=C1CSC(=Nc2ccc(O)cc2)N1c1ccc(O)cc1 | 20.0% | -20.5
Cc1ccc(-n2ncc3c(NNC(=O)c4ccco4)ncnc32)c(C)c1 | 4.9% | 9.9
COc1ccc(C2/C=C\CN(C(=O)C3CC3)[C@H](Cc3ccccc3)C(=O)N2Cc2ccc(F)cc2)cc1 (stereo not given in full) | ? | /
O=C(CCn1c(=O)[nH]c2ccccc2c1=O)N1CCN(c2cccc(C(F)(F)F)c2)CC1 | ? | /
CC(=O)Nc1cc(NC(C)=O)cc(C(=O)OC(C)C(=O)Nc2ccc(S(=O)(=O)N3CCCC3)cc2)c1 (stereo not given) | ? | /
CC12CCC(=O)N1C(C(=O)O)Cc1c2[nH]c2ccccc12 (stereo not given) | ? | /
Cc1ccc(C2(C)NC(=O)N(CC(=O)Nc3cc(S(=O)(=O)N4CCOCC4)ccc3C)C2=O)cc1 (stereo not given) | ? | /
Cc1cc(C(=O)Nc2nc3c(C)cccc3s2)c(C)o1 | ? | /
CCN(CC)S(=O)(=O)c1cccc(C(=O)OCC(=O)c2ccc3c(c2)NC(=O)CO3)c1 | ? | /
COc1ccc(CN(C(=O)CSc2nnc(-c3ccc(F)cc3)o2)c2ccc(F)cc2)cc1 | ? | /
O=C(N/N=C/c1ccncc1)c1cc2ccccc2o1 | ? | /
CC(C)(C)OC(=O)[C@H]1[C@H](c2ccc([N+](=O)[O-])cc2)C2(C(=O)c3ccccc3C2=O)C2c3ccccc3C=NN21 (stereo not given in full) | 2.9% | -9.0
O=C(NC1CC(=O)N(c2cccc(F)c2)C1)N1CCN(C(=O)c2ccco2)CC1 (stereo not given) | ? | /
CCOP(=O)(OCC)C(Nc1ccccc1)c1cc(OC)ccc1OC (stereo not given) | ? | /
O=C(O)CSCC(=O)Nc1ccc(Br)c(C(F)(F)F)c1 | -17.6% | 6.5
CC(NC(=O)CCn1nc(-c2ccc(Cl)cc2)ccc1=O)c1ccccc1 (stereo not given) | 0.5% | 6.3
COc1ccc(S(=O)(=O)NCCC(C)C)cc1OC | ? | /
COC(=O)c1c(NC(=O)COC(=O)CC(NC(C)=O)c2ccccc2)sc(C)c1C (stereo not given) | ? | /
Cc1ccccc1NC(=O)Cc1nnc(SCC(=O)Nc2ccccc2)n1C | ? | /
Cc1cc(C)c(NC(=O)C[N+](C)(C)CC(O)COc2cccc3ccccc23)c(C)c1 (stereo not given) | ? | /
C/C(=N\NS(=O)(=O)c1ccc([N+](=O)[O-])cc1)c1ccc2c(c1)OCO2 | ? | /
CCNC(=O)C(=O)N/N=C/c1cc([N+](=O)[O-])ccc1O | 2.5% | -0.1

A portion of the library; rates above refer to the full screens.
